Screening results deposited in PubChem by Sanford-Burnham Center for Chemical Genomics.
CXCR6 inh – CXCR6 receptor inhibitors, primary screen, cell-based, beta-arrestin, luminescence, CHO-K1 PathHunter, 1536-well; C-X-C chemokine receptor type 6 (Homo sapiens), O00574; inhibition, % at 20 µM; 360,000 compounds, 0.36% hits; in the data active means inhibition above about 34%, passing the limit was not always enough;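 further: antagonist mode with CXCL16 agonist at 10 nM final; 0% = 10 nM CXCL16 with DMSO and 100% = unstimulated wells without agonist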
Target sequence (O00574 whole entry, looked up): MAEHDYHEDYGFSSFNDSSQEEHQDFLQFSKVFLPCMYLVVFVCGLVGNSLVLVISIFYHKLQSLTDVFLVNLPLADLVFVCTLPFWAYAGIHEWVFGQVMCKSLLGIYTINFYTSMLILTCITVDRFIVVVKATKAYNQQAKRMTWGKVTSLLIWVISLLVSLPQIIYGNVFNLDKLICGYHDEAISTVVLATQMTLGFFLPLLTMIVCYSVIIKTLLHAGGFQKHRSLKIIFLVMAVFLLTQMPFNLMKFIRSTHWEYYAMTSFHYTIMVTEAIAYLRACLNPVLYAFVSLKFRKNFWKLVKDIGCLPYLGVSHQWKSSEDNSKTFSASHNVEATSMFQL
EBI2 antag – EBI2 receptor antagonists, beta-arrestin recruitment, primary screen, cell-based, luminescence, 7a,25-OHC stimulation, uHTS; AID 651636, 2012; inhibition, % at 5 µM; 360,000 compounds, 0.81% hits; 7a,25-OHC stimulated; G-protein coupled receptor 183 (Homo sapiens), P32249; in the data active means inhibition above about 38%;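 further: enzyme fragment complementation signal reports receptor beta-arrestin coupling in cells; 0% = agonist plus DMSO wells and 100% = wells without agonist; some results beyond the cut were filed as inactive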
Gli-Sufu block – Gli-Sufu pathway antagonists, primary screen, luciferase luminescence, Sufu-KO-LIGHT cells, uHTS | Sufu-KO-LIGHT fibroblasts, Gli luciferase reporter luminescence | inhibition, % at 5 µM | 340,000 compounds, 0.74% hits | AID 588413, 2011;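 active means inhibition above about 55%, limit read from the data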;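 further: 0% = DMSO-treated cells and 100% = wells with medium but no cells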
CCR6 antag – CCR6 receptor antagonists, primary screen, cell-based, CHO-K1, luminescence, beta-arrestin, uHTS | CHO-K1 CCR6 PathHunter beta-arrestin, CCL20-stimulated | inhibition, % at 20 µM | 340,000 compounds, 0.49% hits;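 active means compounds whose inhibition of the agonist-driven luminescence signal at 20 µM reaches about 50%, limit read from the data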;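 further: cells stimulated with CCL20 at 14 nM final; plate controls were DMSO with CCL20 for no effect and DMSO without agonist for full effect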
A3A deaminase – APOBEC3A ssDNA deaminase inhibitors, primary screen, selectivity assay for APOBEC3G inhibitor project, biochemical, FAM/TAMRA oligo cleavage fluorescence; DNA dC->dU-editing enzyme APOBEC-3A (Homo sapiens), P31941; recombinant A3A, FAM/TAMRA ssDNA deamination fluorescence; inhibition, % at 20 µM; 330,000 compounds, 0.41% hits; AID 493011, 2011;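 active means at least 40% inhibition at 20 µM here, with at most 30% in a related deaminase screen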;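 further: plate controls were A3A with DMSO for no effect and wells lacking A3A enzyme for full effect; some results filed as inactive read as strong as hits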
Target sequence (P31941 whole entry, looked up): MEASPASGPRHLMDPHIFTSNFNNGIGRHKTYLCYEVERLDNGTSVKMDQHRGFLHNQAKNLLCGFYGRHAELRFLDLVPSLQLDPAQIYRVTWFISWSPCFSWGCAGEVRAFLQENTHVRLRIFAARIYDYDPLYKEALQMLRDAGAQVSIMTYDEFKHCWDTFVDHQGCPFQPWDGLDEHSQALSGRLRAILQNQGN
MPTP block – mitochondrial permeability transition pore inhibitors, primary screen, biochemical, isolated mouse mitochondria, absorbance; Ca2+ swelling absorbance, 30 min; inhibition, % at 10 µM; 360,000 compounds, 1.4% hits; AID 602449, 2012;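 active means inhibition of 50% or more, scaled per plate between neutral and stimulator controls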;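 further: 0% = DMSO wells given calcium and 100% = 1 mM EGTA wells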
GRIN3A LBD mod – binders of NR3A ligand-binding domain, primary screen, biophysical, differential scanning fluorimetry, uHTS. 340,000 compounds, 2.5% hits. Tm shift relative to glycine control, % at 25 µM. NR3A LBD differential scanning fluorimetry, Tm shift; 0% = protein alone, 100% = glycine-bound protein;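 active means melting temperature shift of at least 10% of the positive control shift, at one fixed dose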
APOBEC3G inh – APOBEC3G DNA deaminase inhibitors, primary screen, biochemical, fluorescence, single-stranded DNA substrate, uHTS | inhibition, % at 20 µM | recombinant A3G, ssDNA deamination FAM/TAMRA fluorescence | 330,000 compounds, 0.28% hits | DNA dC->dU-editing enzyme APOBEC-3G (Homo sapiens), Q9HC16;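 active means inhibition of at least 40% at 20 µM, with no more than 30% in the related APOBEC3A deaminase screen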;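 further: plate controls were DMSO wells with A3G for no effect and wells lacking A3G enzyme for full effect; some compounds called inactive have numbers as strong as hits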
Target sequence (Q9HC16 whole entry, looked up): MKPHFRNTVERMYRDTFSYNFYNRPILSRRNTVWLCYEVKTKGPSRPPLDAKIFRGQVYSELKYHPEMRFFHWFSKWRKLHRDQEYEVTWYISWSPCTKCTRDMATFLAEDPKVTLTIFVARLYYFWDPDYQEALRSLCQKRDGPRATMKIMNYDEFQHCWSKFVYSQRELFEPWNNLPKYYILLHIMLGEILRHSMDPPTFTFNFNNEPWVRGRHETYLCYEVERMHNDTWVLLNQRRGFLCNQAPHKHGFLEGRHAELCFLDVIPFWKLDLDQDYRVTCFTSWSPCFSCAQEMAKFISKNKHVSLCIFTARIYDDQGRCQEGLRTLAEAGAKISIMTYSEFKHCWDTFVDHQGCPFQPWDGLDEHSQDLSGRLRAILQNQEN
* = called active by the depositor; x = no result given.

1) COc1ccc(Cn2cccc(NC(=O)Nc3cccc(C#N)c3)c2=O)cc1
2) COC(=O)C[C@H]1C=C[C@@H](C(C(=O)OC)C(=O)OC)CN1C(C)=O
3) Cc1ncoc1C(=O)N1CCc2c([nH]c3ccccc23)C1C(C)(C)C (stereo not given)
4) CN(CC(=O)NCc1ccccc1)Cc1ccc(Cl)cc1
5) NC(=O)C1(Nc2ccc(Br)cc2)CCCC1
Screen / compound no.,1,2,3,4,5
CXCR6 inh,0,3,-2,-1,-3
EBI2 antag,3,2,-6,27,2
Gli-Sufu block,-4,-8,-2,4,8
CCR6 antag,13,13,7,9,3
A3A deaminase,2,x,-2,-4,x
MPTP block,3.3,-3.0,-0.3,0.2,1.2
GRIN3A LBD mod,-3,2,-8,-1,-1
APOBEC3G inh,-5,x,-9,-7,x

6) Cc1ccc(C)c(-n2ccnc2SCC(N)=O)c1
7) COC(=O)c1sccc1S(=O)(=O)NCc1ccc(S(N)(=O)=O)cc1
8) Cc1ccc(S(=O)(=O)NNC(=O)c2snnc2C)cc1
9) Cc1c(C(=O)NCc2ccccc2)oc2ccc(S(=O)(=O)N3CCCC3)cc12
10) Cc1cccc(C2NC(=O)c3c(sc(C)c3C)N2)c1O (stereo not given)
Screen / compound no.,6,7,8,9,10
CXCR6 inh,2,-6,-9,-7,-2
EBI2 antag,-3,-5,-6,4,-7
Gli-Sufu block,4,-3,5,-1,1
CCR6 antag,-3,-5,-29,12,12
A3A deaminase,1,5,-2,2,-5
MPTP block,0.6,-0.6,-3.5,-0.3,1.8
GRIN3A LBD mod,0,-3,0,-4,-3
APOBEC3G inh,-8,3,-2,0,-7

11) CCC/C=N/Nc1nc2ccccc2s1
12) Cc1cccc(NS(=O)(=O)c2ccc(C)c(C(=O)NCC(c3ccco3)N3CCCCC3)c2)c1 (stereo not given)
13) O=C(COc1coc(CN2CCc3ccccc32)cc1=O)Nc1cccc(F)c1
14) CCOC(=O)C1(CCOc2ccccc2)CCN(S(=O)(=O)N(C)C)CC1
15) COc1ccc(-c2ccc(-c3noc(-c4ccccc4OC)n3)c(OC)n2)cc1
Screen / compound no.,11,12,13,14,15
CXCR6 inh,3,8,6,-10,7
EBI2 antag,-15,1,-3,1,29
Gli-Sufu block,-69,10,-9,2,0
CCR6 antag,-3,5,6,5,-12
A3A deaminase,-4,-2,0,3,-8
MPTP block,4.1,-1.8,0.2,-0.5,1.2
GRIN3A LBD mod,-2,-2,1,0,-3
APOBEC3G inh,-9,-6,-6,1,-4

Exported with two lines to a compound: entries from further up
Second line of a record: CXCR6 inh | EBI2 antag | Gli-Sufu block | CCR6 antag | A3A deaminase | MPTP block | GRIN3A LBD mod | APOBEC3G inh
12: Cc1cccc(NS(=O)(=O)c2ccc(C)c(C(=O)NCC(c3ccco3)N3CCCCC3)c2)c1 (stereo not given)
 : 8 | 1 | 10 | 5 | -2 | -1.8 | -2 | -6
13: O=C(COc1coc(CN2CCc3ccccc32)cc1=O)Nc1cccc(F)c1
 : 6 | -3 | -9 | 6 | 0 | 0.2 | 1 | -6
14: CCOC(=O)C1(CCOc2ccccc2)CCN(S(=O)(=O)N(C)C)CC1
 : -10 | 1 | 2 | 5 | 3 | -0.5 | 0 | 1
15: COc1ccc(-c2ccc(-c3noc(-c4ccccc4OC)n3)c(OC)n2)cc1
 : 7 | 29 | 0 | -12 | -8 | 1.2 | -3 | -4

Shown with two lines to a compound: two of the compounds above.
Under each structure: CXCR6 inh | EBI2 antag | Gli-Sufu block | CCR6 antag | A3A deaminase | MPTP block | GRIN3A LBD mod | APOBEC3G inh
14. CCOC(=O)C1(CCOc2ccccc2)CCN(S(=O)(=O)N(C)C)CC1
 : -10 | 1 | 2 | 5 | 3 | -0.5 | 0 | 1
15. COc1ccc(-c2ccc(-c3noc(-c4ccccc4OC)n3)c(OC)n2)cc1
 : 7 | 29 | 0 | -12 | -8 | 1.2 | -3 | -4

(continued)
16) N#Cc1ccccc1CSc1nc2ccc(NC(=O)c3ccccc3C(=O)O)cc2s1
17) Cc1c(NC(=O)C2CCCCN2S(=O)(=O)c2ccc(Cl)cc2)c(=O)n(-c2ccccc2)n1C (stereo not given)
18) CCCN(CCC)CCCNC(=O)c1ccc2c(c1)N(CC)C(=O)c1ccccc1S2=O (stereo not given)
19) CC(=O)NCC(=O)OCc1ccc([N+](=O)[O-])cc1
20) NC(=O)COC(=O)Cc1coc2cc3c(cc12)CCC3
Screen / compound no.,16,17,18,19,20
CXCR6 inh,-16,3,2,5,-7
EBI2 antag,-1,-5,5,-4,-3
Gli-Sufu block,-4,25,5,-9,-3
CCR6 antag,4,11,-3,-1,-13
A3A deaminase,-4,-5,4,-5,2
MPTP block,-0.7,1.3,-3.8,-1.5,0.7
GRIN3A LBD mod,-3,1,-1,3,-2
APOBEC3G inh,-8,-4,-4,-9,-5

21) CCCCOC(=O)Nc1nnc(Cc2ccc(Cl)cc2)s1
22) COc1ccc(CC(=O)Nc2c3c(nn2-c2cccc(C)c2C)CS(=O)C3)cc1 (stereo not given)
23) COc1ccc(OC)c(NC(=O)CSc2nnc(-c3ccco3)o2)c1
24) CCn1c(-c2ccco2)nc2ccccc21
25) Cc1cc(NC(=O)COC(=O)Cn2[nH]c(=O)c3ccccc3c2=O)c([N+](=O)[O-])cc1C
Screen / compound no.,21,22,23,24,25
CXCR6 inh,-6,6,-2,3,-9
EBI2 antag,8,-6,0,-11,-5
Gli-Sufu block,1,10,16,-11,-29
CCR6 antag,5,-12,-6,-7,-2
A3A deaminase,1,-1,-4,4,-1
MPTP block,-3.9,4.3,0.1,92*,-0.1
GRIN3A LBD mod,1,3,2,2,-3
APOBEC3G inh,-2,-3,-5,1,-5

26) COc1ccc(Cl)cc1NC(=O)C1CCN(S(C)(=O)=O)CC1
27) CCCC(=O)Nc1ccc(NC(=O)c2ccco2)cn1
28) COCCCNC(=O)c1ccc(-c2csc(C)n2)cc1
29) COc1cc2c(cc1OC)CN(C(=O)CN1C(=O)NC3(CCCCC3C)C1=O)CC2 (stereo not given)
30) CC1(C)CC(=O)C(C=NCc2cccnc2)=C(O)C1
Screen / compound no.,26,27,28,29,30
CXCR6 inh,-5,-1,0,-4,0
EBI2 antag,-20,1,-9,2,2
Gli-Sufu block,-25,-28,-2,6,3
CCR6 antag,10,3,5,2,4
A3A deaminase,-6,-2,2,-2,1
MPTP block,-0.3,2.0,-0.3,-0.2,-2.6
GRIN3A LBD mod,1,-2,-1,1,-1
APOBEC3G inh,-6,-2,-3,-10,1

31) Cc1[nH]c2ccc(C(=O)N3CCCCC3)cc2c1C
32) CCOC(=O)Cc1csc(NS(=O)(=O)c2ccc(Cl)cc2)n1
33) CCCNC(=S)N1CCN(c2nc(-c3ccc(C)cc3)cs2)CC1
34) C#CCOCCOCCOCCNc1nc(N2CCN(C(=O)[C@H](CCCCN)n3cc(CC(C)O)nn3)CC2)nc(N2CCN(C(=O)[C@H](Cc3ccc(O)cc3)n3cc(CCO)nn3)CC2)n1 (stereo not given in full)
35) CCC(C)NC(=S)NNC(=O)c1ccc(C(C)(C)C)cc1 (stereo not given)
Screen / compound no.,31,32,33,34,35
CXCR6 inh,-7,-1,-4,6,6
EBI2 antag,2,4,12,-12,-3
Gli-Sufu block,-75,10,0,-4,10
CCR6 antag,7,10,8,5,32
A3A deaminase,1,-3,-5,x,2
MPTP block,-1.3,1.0,99*,-2.5,-0.8
GRIN3A LBD mod,-3,8,12*,-3,8
APOBEC3G inh,0,-6,-6,x,1

36) COc1cccc(NC(=O)C(C)N2C(=O)c3ccccc3S2(=O)=O)c1 (stereo not given)
37) CCOCCc1nnc(NC(=O)C2CC(=O)N(CCc3ccc(F)cc3)C2)s1 (stereo not given)
38) CC(=O)N1CCN(C(=O)c2ccc(Oc3ccccc3)cc2)CC1
39) C=CCNC(=O)C(=O)c1cccn1-c1ccsc1C(=O)OC
40) C=C1CCN([C@@H](Cc2ccccc2)C(=O)N2CCOCC2)S(=O)(=O)c2ccccc21
Screen / compound no.,36,37,38,39,40
CXCR6 inh,3,2,4,8,-4
EBI2 antag,2,-3,2,-8,6
Gli-Sufu block,-4,-10,-4,0,-8
CCR6 antag,7,12,-7,-4,11
A3A deaminase,-3,0,0,-2,-2
MPTP block,-0.9,0.4,3.5,0.9,0.1
GRIN3A LBD mod,1,-1,0,1,1
APOBEC3G inh,-9,-7,-4,0,-12

41) O=C(N/N=C/c1c(O)ccc2ccccc12)c1[nH]ncc1Br
42) NC(=O)c1ccc(NC(=O)COC(=O)CNC(=O)c2sc3ccccc3c2Cl)cc1
43) COc1ccc(C2C3=C(CC(c4ccco4)CC3=O)Nc3ccccc3N2C(C)=O)cc1 (stereo not given)
44) Cc1ccc(Nc2ccc(C(=O)O)cc2N)cc1
45) Cc1ccc(C(=O)Nc2ccccc2C(=O)NC(Cc2c[nH]c3ccccc23)C(=O)O)cc1 (stereo not given)
Screen / compound no.,41,42,43,44,45
CXCR6 inh,-11,-6,0,x,5
EBI2 antag,-6,3,-6,x,-5
Gli-Sufu block,67*,x,-2,-43,-10
CCR6 antag,12,10,5,6,7
A3A deaminase,-6,5,-4,-5,0
MPTP block,55*,-0.4,-1.6,x,0.7
GRIN3A LBD mod,30*,7,-1,-2,-1
APOBEC3G inh,-13,-3,-7,-3,-1

46) CC(C)(C)c1ccc(C(=O)N2CCCCCC2=O)cc1
47) Cc1ccc(-c2nn(C)c(=O)c3ccccc23)cc1S(=O)(=O)N1CCOCC1
48) CSC(=NC#N)N1CCN(c2c(C)cccc2C)CC1
49) O=C(O)CCCCCN1C(=O)/C(=C\c2ccc(-c3ccc(Cl)cc3)o2)SC1=S
50) CCC(=O)c1ccc(OCC(=O)OCC(=O)N(CCC#N)c2ccc3c(c2)OCCO3)cc1
Screen / compound no.,46,47,48,49,50
CXCR6 inh,0,2,-4,22,2
EBI2 antag,-11,-12,1,1,-6
Gli-Sufu block,43,51,-8,0,0
CCR6 antag,0,-1,17,21,-1
A3A deaminase,-3,0,-1,1,-3
MPTP block,-0.9,-0.5,-1.8,88*,-1.4
GRIN3A LBD mod,-2,0,-2,0,2
APOBEC3G inh,-3,-6,-2,-1,-6

51) Cc1cc(/C=C2/C(=N)N3C(=NC2=O)SN=C3S(C)(=O)=O)c(C)n1-c1ccc(F)cc1
52) O=c1c2ccccc2nc(SCc2nnc(-c3ccccc3Br)o2)n1Cc1ccco1
53) Cc1csc2nc(CSc3ccc(Cl)cc3)cn12
54) O=C(O)C(=O)/C(=C\c1ccc(Cl)cc1)c1ccc2ccccc2n1
55) O=C1Nc2ccccc2SC1c1ccccc1Cl (stereo not given)
Screen / compound no.,51,52,53,54,55
CXCR6 inh,3,8,-2,-4,1
EBI2 antag,-4,-6,28,6,4
Gli-Sufu block,-9,7,-99,-22,7
CCR6 antag,-2,14,13,14,-7
A3A deaminase,-4,1,0,2,x
MPTP block,20,5.4,-1.1,-9.3,-1.4
GRIN3A LBD mod,-1,-2,-1,-10,-4
APOBEC3G inh,-6,-1,1,0,x
